Screens: PubChem BioAssay, Southern Research Specialized Biocontainment Screening Center
H1N1 NS1A inhibition: NS1A inhibition, H1N1 influenza, cell based functional assay (AID 504329); hit rate 0.3% among 340,000; NS1A functional cell-based assay, percent inhibition; higher % means a stronger effect; one-dose inhibition, % at 12.5 µM; IC50 in µM for titrated hits; in the data active = a potency from the dose series; inconclusive = inhibition above about 27% without an active follow-up result; note: strong numbers were not always called active
Salmonella PhoP GFP: PhoP regulon inhibitors, Salmonella typhi PhoP promoter GFP reporter, confirmatory (AID 1850) | Salmonella Typhi PhoP-promoter GFP reporter, fluorescence, 4 h; higher % means a stronger effect | hit rate 0.33% among 310,000 | inhibition, % at 50 µM, or IC50 in µM where a hit was titrated; in the data active = a potency from the dose series; inconclusive = inhibition mostly from about 25% at the one dose, without a potency; inactive = the rest, 99 in 100 with inhibition below about 19%;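 note: 0% = induced wells with vehicle and 100% = uninduced wells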
H37Rv inhibition: M. tuberculosis growth inhibition, HTS (AID 449762). inhibition, % at 25 µM; hits with a dose series show IC50 in µM. M. tuberculosis H37Rv growth inhibition, 7H9 media; higher % means a stronger effect. hit rate 0.59% among 330,000; in the data active = a potency from the dose series; inconclusive = inhibition above about 70% without an active follow-up result;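 note: bacterial growth assessed after seven days of incubation; strong numbers were not always called active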
inhibitors of VEEV: inhibitors of VEEV TC-83 cytopathic effect, confirmation, Vero cells (AID 588727). Vero cells, VEEV TC-83 cytopathic effect inhibition; higher % means a stronger effect. inhibition, % at 20 µM; hits with a dose series show IC50 in µM. hit rate 0.13% among 350,000; in the data active = a potency from the dose series; inconclusive = inhibition mostly from about 14% at the one dose, without a potency; inactive = the rest, 99 in 100 with inhibition below about 12%; note: strong numbers were not always called active
tuberculosis growth: growth inhibition of non-replicating M. tuberculosis (AID 488890); Mycobacterium tuberculosis non-replicating, growth inhibition; higher % means a stronger effect; inhibition, % at 25 µM, or IC50 in µM where a hit was titrated; hit rate 0.39% among 320,000; in the data active = a potency from the dose series; inconclusive = inhibition mostly from about 82% at the one dose, without a potency; inactive = the rest, 99 in 100 with inhibition below about 76%;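 note: plate controls were DMSO cells for no effect and high antibiotic wells for full effect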
inhibitors of VEEV 10K pilot screen: further read-out of inhibitors of VEEV, marked with its call; inhibition, %; measured here: 10K pilot screen inhibition
Active calls of the source: *; i = inactive; ? = inconclusive; . = no result given.

SMILES	H1N1 NS1A inhibition	Salmonella PhoP GFP	H37Rv inhibition	inhibitors of VEEV	tuberculosis growth	others
CN(Cc1ccc(F)cc1)C(=O)c1cccc(NS(=O)(=O)c2ccccc2)c1	-7%	-9%	0%	5.5%	-5%
O=C(N/N=C1/CN2CCC1CC2)c1cc2ccccc2cc1O	-3%	-6%	23%	5.6%	-9%
Cc1cc(C)c(C#N)c(SCS(=O)Cc2ccccc2)n1 (stereo unspecified)	0%	9%	-9%	i	5%
CCc1ccc(S(=O)(=O)N2CC(=O)Nc3ccccc32)cc1	7%	1%	4%	0.3%	3%
O=C(NC1CCCCCC1)C1CCN(S(=O)(=O)c2ccc(F)cc2)CC1	-8%	-1%	9%	i	1%
COc1ccc([N+](=O)[O-])cc1NC(=O)c1ccc(CN(c2ccccc2)S(C)(=O)=O)cc1	-3%	2%	9%	8.7%	34%
O=C(COc1ccc(F)cc1Br)NCC1(N2CCCCC2)CCCCC1	-1%	.	-5%	i	3%
CCSc1oc(-c2ccccc2)nc1S(=O)(=O)c1ccccc1	-2%	10%	-9%	i	5%
COc1cc(NC(=O)CSc2nnc(Cn3nnc4ccccc43)n2C)cc(OC)c1	15%	10%	-8%	0.7%	8%
CC1CCN(CC(=O)NCc2ccco2)CC1	-2%	-5%	-1%	0.4%	7%
O=C(NCCc1csc(-c2cccnc2)n1)c1ccco1	-9%	-45%	0%	1.1%	-7%
CCOC(=O)c1nc2nc(C)cc(=O)n2[nH]1	-5%	-5%	3%	0.4%	-5%
COc1cnc(NS(=O)(=O)c2ccc(N)cc2)nc1	4%	13%	-1%	i	8%
O=C(CN1C(=O)c2ccccc2C1=O)NCC(=O)OCC(=O)c1ccc(Cl)cc1	-23%	-3%	0%	1.8%	35%
Cc1c(/C(O)=C2\C(=O)C(=O)N(CCN(C)C)C2c2cccs2)cnn1-c1ccccc1 (stereo unspecified)	-6%	1%	-9%	i	1%
CCn1cc(C2=NCC(C)O2)c2ccccc21 (stereo unspecified)	-3%	2%	3%	1.4%	7%
CCOc1cc2[nH]c(=O)n(Cc3cccc(OC)c3)c(=O)c2cc1OCC	13%	-2%	-3%	6.8%	-11%	inhibitors of VEEV 10K pilot screen=1.7
Cc1noc(C)c1S(=O)(=O)N(C)C[C@H]1Oc2ccc(NC(=O)Cc3ccccc3)cc2C(=O)N([C@H](C)CO)C[C@@H]1C	-7%	.	4%	0.6%	17%
Cc1nn(CCOc2ccccc2Cl)c(C)c1[N+](=O)[O-]	-2%	1%	6%	1.6%	-5%
COc1ccc(CN2C(=O)CC(C(=O)NCCc3ccc(S(N)(=O)=O)cc3)SC2=Nc2ccccc2)cc1 (stereo unspecified)	-6%	13%	2%	4.9%	28%
COCC1CCN(Cc2cn(Cc3ccccc3)nc2-c2cc3ccccc3o2)CC1	3%	-6%	5%	0.6%	57%
COc1ccc(Cc2nnc(NC(=O)C3CC(=O)N(c4ccccc4)C3)s2)cc1OC (stereo unspecified)	6%	-4%	-7%	0.4%	-6%
CC(C)[C@@H]1NC(=O)c2cc([N+](=O)[O-])cc(I)c2NCCC[C@@H](C(=O)NC(CC(=O)O)C(N)=O)NC(=O)[C@H](CO)NC1=O (stereo partly specified)	4%	12%	-7%	i	-3%
CC(Oc1ccc2c(c1)oc(=O)c1ccccc12)C(=O)NC(Cc1c[nH]c2ccc(O)cc12)C(=O)O (stereo unspecified)	6%	4%	-1%	0.8%	-7%
CCOC(=O)C1=C(c2ccccc2)Nc2ncnn2C1c1ccc(C(=O)O)cc1 (stereo unspecified)	-9%	-1%	-5%	i	2%
CC(CCc1ccccc1)NC(=O)COC(=O)c1ccc(NC(=O)CC#N)cc1 (stereo unspecified)	-8%	-4%	6%	0.8%	0%
CCCn1c(SCC(=O)Nc2sc(C)c(C)c2C(=O)OCC)nc2c1c(=O)n(C)c(=O)n2C	-18%	-18%	5%	1.6%	8%
Cc1[nH]c2ccccc2c1/C=N/NC(=O)c1cccs1	20%	16%	5%	6.5%	68%
COc1ccc(-c2c(C)oc3c(CN4CCN(CCO)CC4)c(O)ccc3c2=O)cc1OC	2%	-7%	-1%	1.8%	-6%
CCN(CC)CCN(C(=O)c1ccc2c(c1)CCCC2)c1nc2cc(OC)c(OC)cc2s1	6%	-15%	-2%	?	4%

6 successive entries out of the list so far, for reference:
SMILES	H1N1 NS1A inhibition	Salmonella PhoP GFP	H37Rv inhibition	inhibitors of VEEV	tuberculosis growth	others
CCOC(=O)C1=C(c2ccccc2)Nc2ncnn2C1c1ccc(C(=O)O)cc1 (stereo unspecified)	-9%	-1%	-5%	i	2%
CC(CCc1ccccc1)NC(=O)COC(=O)c1ccc(NC(=O)CC#N)cc1 (stereo unspecified)	-8%	-4%	6%	0.8%	0%
CCCn1c(SCC(=O)Nc2sc(C)c(C)c2C(=O)OCC)nc2c1c(=O)n(C)c(=O)n2C	-18%	-18%	5%	1.6%	8%
Cc1[nH]c2ccccc2c1/C=N/NC(=O)c1cccs1	20%	16%	5%	6.5%	68%
COc1ccc(-c2c(C)oc3c(CN4CCN(CCO)CC4)c(O)ccc3c2=O)cc1OC	2%	-7%	-1%	1.8%	-6%
CCN(CC)CCN(C(=O)c1ccc2c(c1)CCCC2)c1nc2cc(OC)c(OC)cc2s1	6%	-15%	-2%	?	4%

The listing picks up; the 5 compounds before the break are reprinted first.
SMILES	H1N1 NS1A inhibition	Salmonella PhoP GFP	H37Rv inhibition	inhibitors of VEEV	tuberculosis growth	others
CC(CCc1ccccc1)NC(=O)COC(=O)c1ccc(NC(=O)CC#N)cc1 (stereo unspecified)	-8%	-4%	6%	0.8%	0%
CCCn1c(SCC(=O)Nc2sc(C)c(C)c2C(=O)OCC)nc2c1c(=O)n(C)c(=O)n2C	-18%	-18%	5%	1.6%	8%
Cc1[nH]c2ccccc2c1/C=N/NC(=O)c1cccs1	20%	16%	5%	6.5%	68%
COc1ccc(-c2c(C)oc3c(CN4CCN(CCO)CC4)c(O)ccc3c2=O)cc1OC	2%	-7%	-1%	1.8%	-6%
CCN(CC)CCN(C(=O)c1ccc2c(c1)CCCC2)c1nc2cc(OC)c(OC)cc2s1	6%	-15%	-2%	?	4%
Cc1ccc(C(=O)OCC(=O)NCCNC(=O)COC(=O)c2ccc(C)s2)s1	-1%	0%	-4%	0.6%	2%
CCOC(=O)c1c(C)[nH]c(C)c1S(=O)(=O)NCCc1ccc(SC)cc1	2%	-29%	22%	3.2%	44%
CCCCCc1c(C)nc(Nc2nc(C)c3cc(OC)ccc3n2)[nH]c1=O	-17%	-2%	53%	10%	14%
Cc1ccc(P(=O)(O)c2ccc(C)cc2)cc1	-10%	2%	-2%	1.1%	-12%
Cc1ccc2oc(-c3cccc(NC(=O)Cc4cccs4)c3)nc2c1	1%	-3%	-13%	10%	-3%
CC(Sc1nnc(Cc2ccc([N+](=O)[O-])cc2)o1)C(N)=O (stereo unspecified)	1%	-13%	1%	i	18%
CCN(CC)C(=O)c1cccc(NC(=O)CCc2nc3sc4c(c3c(=O)[nH]2)CCCC4)c1	-3%	.	.	7.0%	.
S=C(NCCc1ccc(Cl)cc1)NC1CC1	-6%	12%	1%	i	80%
CCc1cc(C(=O)OC)c(NC(=O)C2CC(=O)NN2Cc2ccccc2)s1 (stereo unspecified)	4%	4%	6%	i	28%
O=C(/C=C/c1ccco1)NC(=S)Nc1nc(-c2ccc3ccccc3c2)cs1	-2%	-2%	-2%	2.2%	18%
COc1cc2c(cc1OC)CN(C(=S)Nc1cccc(Cl)c1C)CC2	1%	12%	5%	5.1%	15%
Cc1cc(Br)ccc1SCC(=O)OCC(=O)Nc1ccc2[nH]c(=O)[nH]c2c1	-10%	.	-8%	1.5%	-7%
COc1ccc([N+](=O)[O-])cc1NC(=O)C(C)Sc1nc(C)c(C)c(C)n1 (stereo unspecified)	5%	-8%	7%	9.5%	6%
O=C(CSc1nnc(NC(=O)c2ccccc2F)s1)NC1CCCC1	-4%	0%	4%	0.4%	21%
O=C(Nc1ccccc1Cl)NC1(C(=O)N2CCC(O)CC2)CCCCC1	-1%	4%	-8%	0.5%	-12%
CSCc1cccc(C(=O)OC(C)C(=O)Nc2c(C)n(C)n(-c3ccccc3)c2=O)c1 (stereo unspecified)	-10%	.	-10%	3.7%	-2%
COc1cc(NC(=S)NCCc2ccccc2)c(OC)cc1NC(=O)C(C)C	12%	7%	-11%	0.9%	53%
CC(=O)c1ccc(OCCCC(=O)Nc2nnc(C3CC3)s2)cc1	1%	.	10%	i	2%
CCNC(=S)N(Cc1cc2cccc(C)c2[nH]c1=O)C1CCCC1	-2%	-5%	7%	0.1%	12%
O=C1CSC(c2cccnc2)N1Cc1ccc(Cl)c(Cl)c1 (stereo unspecified)	-2%	5%	-8%	3.1%	-9%
CCCn1nnc(NC(=O)c2cccc(Cl)c2)n1	-19%	-9%	2%	1.4%	11%
CS(=O)(=O)N(CC(=O)NCCc1ccccc1)c1cccc([N+](=O)[O-])c1	1%	-11%	1%	0.8%	-12%
O=C1c2ccccc2CC1Sc1nnc(-c2ccncc2)o1 (stereo unspecified)	17%	-9%	21µM*	1.4%	i
CN(Cc1nc2ccccc2c(=O)[nH]1)C(=O)c1ccc(S(=O)(=O)N(C)C)cc1	-25%	2%	-11%	i	.
COc1cc2c(=O)n(CCC(=O)NCC3CCCO3)c(=O)n(CC(=O)c3ccc(Cl)cc3)c2cc1OC (stereo unspecified)	11%	9%	-10%	1.4%	5%
CC1=NN(c2ccccc2)C(=O)C1C=Nc1ccc(N(C)C)cc1 (stereo unspecified)	.	-6%	-5%	1.5%	15%
Cc1cc(C(=O)N2CCN(c3cccc(Cl)c3)CC2)c(C)o1	6%	-5%	3%	6.4%	-3%
Cc1cc(C)nc(/N=C(\N)Nc2ccc(-c3ccccc3)cc2)n1	8%	-11%	?	i	3.5µM*
CC(C(=O)OCC(=O)c1ccccc1)N1C(=O)c2ccccc2C1=O (stereo unspecified)	-5%	-5%	4%	i	-1%
CCCN(C(=O)CSc1nnc(N)s1)c1c(N)n(Cc2ccccc2)c(=O)[nH]c1=O	4%	.	5%	i	5%
Clc1ccc(-c2nc3nc4ccccc4nc3n2Cc2ccco2)cc1	7%	-8%	6%	4.9%	4%
Cc1[nH]n(-c2ccccc2)c(=O)c1C1(C(F)(F)F)C(=O)N(c2ccc(F)cc2)C2=C1C(=O)CC(C)(C)C2 (stereo unspecified)	9%	-10%	-9%	i	-4%
COc1cc(OC)c(NC(=O)CCCNC(=O)Cn2cnc3sc(C)c(C)c3c2=O)cc1Cl	8%	-2%	-4%	0.6%	-20%
CCNC(=S)Nc1ccc(Cc2ccncc2)cc1	-4%	8%	-3%	0.4%	45%
CC(C)(C)NC(=S)NC(C)(C)C	-21%	.	.	0.7%	.
